# From PubChem BioAssay
# Bcl-2 Bim block: inhibitors of Bim-Bcl-2 interaction, human; inhibition, % at 10 µM; Bead-based flow cytometry, Bim peptide-Bcl-2 binding; 190,000 tested, 0.06% active; P10415; in the data active = inhibition above about 40%; inconclusive = no clear call, values can overlap the other calls;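 also: 0% = no compound wells with probe peptide and 100% = reference peptide inhibitor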
# RGS8-Gao reg: modulates binding of RGS8 to human Galphao; multiplexed bead flow cytometry; actives lie on both sides; response (percent of control binding), % at 10 µM; 220,000 tested, 0.34% active; AID 1423; in the data active = response below about 60% or above about 140%; inactive = in between;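 also: Galphao activated as the GDP aluminium fluoride complex binding bead-coupled RGS8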
# ABCG2 block: human ABCG2 inhibition, ABCB1 as counter-screen; Q9UNQ0; IgMXP3 cells, JC-1 efflux, flow cytometry; 190,000 tested, 0.1% active; inhibition, % at 6.6 µM;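 active = inhibition above 80%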;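 also: 0% = DMSO and 100% = nicardipine control wells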
# Target sequence (Q9UNQ0 whole entry, looked up): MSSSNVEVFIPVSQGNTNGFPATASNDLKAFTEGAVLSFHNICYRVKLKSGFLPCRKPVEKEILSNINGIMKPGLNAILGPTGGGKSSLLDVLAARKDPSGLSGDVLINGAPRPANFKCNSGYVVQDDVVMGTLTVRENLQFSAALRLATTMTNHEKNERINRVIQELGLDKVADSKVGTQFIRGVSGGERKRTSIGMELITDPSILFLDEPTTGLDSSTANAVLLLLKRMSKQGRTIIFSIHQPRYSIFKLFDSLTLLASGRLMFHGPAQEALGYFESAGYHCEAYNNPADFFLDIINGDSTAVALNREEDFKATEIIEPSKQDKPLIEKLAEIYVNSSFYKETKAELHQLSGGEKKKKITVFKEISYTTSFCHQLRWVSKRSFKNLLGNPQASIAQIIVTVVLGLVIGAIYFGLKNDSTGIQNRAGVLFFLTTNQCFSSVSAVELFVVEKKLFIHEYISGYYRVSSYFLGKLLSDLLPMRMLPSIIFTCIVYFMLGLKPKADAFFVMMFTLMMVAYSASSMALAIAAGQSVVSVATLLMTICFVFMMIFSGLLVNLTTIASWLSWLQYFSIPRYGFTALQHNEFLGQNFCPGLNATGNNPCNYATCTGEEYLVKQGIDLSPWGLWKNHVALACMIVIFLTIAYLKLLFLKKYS
#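 Test system: IgMXP3 cells (ABCG2) mixed with DDAO far-red-labelled CCRF-Adr cells (ABCB1). Reagent: JC-1 transporter substrate. Compound dosing: single test compound dose, 6.6 µM final. Times: 10 min compound exposure, 25 °C. Detection: flow cytometry of retained JC-1 fluorescence. Read-out basis: efflux inhibition in percent versus controls. Controls: nicardipine and DMSO wells.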
# RGS4-Gao reg: human RGS4-Galphao interaction regulation | P09471 | Multiplexed bead flow cytometry, RGS4-Galphao binding; actives lie on both sides | 220,000 tested, 0.33% active | binding response (% of control), % at 10 µM; in the data active = binding response below about 49% or above about 150%; inactive = in between;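 also: fluorescent Galphao activated with aluminum fluoride binding bead-coupled RGS4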
# ABCB1 inh: inhibitors of human ABCB1 transporter, ABCG2 counter-screen. P08183. CCRF-Adr cells, JC-1 efflux, flow cytometry. inhibition, % at 6.6 µM. 190,000 tested, 0.067% active; in the data active = inhibition above about 40%;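 also: 0% = vehicle and 100% = reference inhibitor; higher value means more JC-1 retained so stronger ABCB1 efflux block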
# Mcl-1 Bim block: human Bim-Mcl-1 interaction inhibition. Q07820. Bead-based flow cytometry, Bim peptide-Mcl-1 binding. inhibition, % at 10 µM. 190,000 tested, 0.1% active. AID 1009;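 also: 0% = no compound tracer wells and 100% = peptide blocker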
# RGS7-Gao: regulators of human RGS7-Galphao interaction; Multiplexed bead flow cytometry, RGS7-Galphao binding; actives lie on both sides; P09471; AID 1439; binding response (% of control), % at 10 µM; 220,000 tested, 0.35% active; in the data active = binding response below about 49% or above about 150%; inconclusive = no clear call, values can overlap the other calls; inactive = in between;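 also: fluorescent Galphao held in activated GDP-AlF4 state binding bead-coupled RGS7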
# Bfl-1 Bim block: disrupts Bim binding to human Bfl-1; Q16548; Bead-based flow cytometry, Bim-Bfl-1 binding inhibition; inhibition, % at 10 µM; 190,000 tested, 0.12% active; AID 1008;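 also: 0% = wells without compound plus tracer and 100% = blocker peptide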
# Bcl-W Bim block: human Bim-Bcl-W interaction inhibition; 190,000 tested, 0.02% active; inhibition, % at 10 µM; bead-based flow cytometry, Bim peptide-Bcl-W binding;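 also: 0% = bound tracer without compound and 100% = peptide blocker; higher means less fluorescent Bim peptide bound to Bcl-W beads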
# Bcl-B Bim block: inhibitors of Bim-Bcl-B interaction, human | Q9HD36 | bead-based flow cytometry, Bim peptide-Bcl-B binding | inhibition, % at 10 µM | 190,000 tested, 0.073% active;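 also: 0% = tracer peptide without compound and 100% = reference inhibitor peptide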
# Target sequence (Q9HD36 whole entry, looked up): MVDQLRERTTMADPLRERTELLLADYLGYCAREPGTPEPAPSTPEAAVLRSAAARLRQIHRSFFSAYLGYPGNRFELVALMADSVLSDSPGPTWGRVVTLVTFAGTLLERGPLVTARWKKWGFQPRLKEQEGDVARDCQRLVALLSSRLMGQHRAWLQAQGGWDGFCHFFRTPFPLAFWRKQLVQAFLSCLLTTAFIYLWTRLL
# Bcl-XL Bim block: human Bim-Bcl-XL interaction inhibition; Q07817; Bim peptide-Bcl-XL binding, bead flow cytometry, fluorescence; inhibition, % at 10 µM; 190,000 tested, 0.04% active
# Target sequence (Q07817 whole entry, looked up): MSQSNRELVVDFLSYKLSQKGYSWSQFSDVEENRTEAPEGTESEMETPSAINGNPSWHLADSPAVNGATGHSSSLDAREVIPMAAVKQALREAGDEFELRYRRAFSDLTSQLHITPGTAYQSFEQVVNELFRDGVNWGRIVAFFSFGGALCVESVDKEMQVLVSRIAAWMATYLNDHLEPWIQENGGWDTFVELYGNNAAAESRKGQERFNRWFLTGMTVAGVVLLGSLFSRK
# * = called active by the depositor; ? = inconclusive. Rule as the data show it, unless noted: active = inhibition above about 40%.
SMILES,Bcl-2 Bim block,RGS8-Gao reg,ABCG2 block,RGS4-Gao reg,ABCB1 inh,Mcl-1 Bim block,RGS7-Gao,Bfl-1 Bim block,Bcl-W Bim block,Bcl-B Bim block,Bcl-XL Bim block
Cc1ccc(Cl)cc1NC(=O)C1CCCCC1C(=O)O (stereo not drawn),2.0,103.5,0.8,102.7,0.0,1.0,102.6,-4.0,0.0,-1.0,-1.0
COc1ccc(C(NC(C)=O)c2ccc3cccnc3c2O)c(OC)c1 (stereo not drawn),0.0,47.0*,10.0,55.1,1.1,-4.0,55.9,5.0,-3.0,0.0,-3.0
Cc1cc(C)c(S(=O)(=O)Nc2ccccc2C(=O)OCC(=O)NCc2ccccc2)c(C)c1,-1.0,99.2,0.0,96.0,0.4,0.0,96.5,-3.0,-2.0,-2.0,-2.0
CC1Cc2nc(SCC(=O)Nc3ccc(F)cc3)n(C)c(=O)c2S1 (stereo not drawn),-3.0,101.3,1.7,98.4,0.1,-1.0,97.4,-3.0,1.0,-2.0,-2.0
CCCCOC(=O)Cc1c(O)c2ccccc2[nH]c1=O,-3.0,96.4,-0.4,102.2,-0.1,1.0,99.3,-1.0,-5.0,2.0,-3.0
CCC(CC)COC(=O)C(C#N)c1nc2ccccc2nc1N1CCN(CC)CC1 (stereo not drawn),-5.0,104.2,4.6,106.6,5.0,-2.0,104.3,-10.0,0.0,-3.0,-2.0
Cc1ccccc1NC(=O)OCCN1CCN(Cc2ccccc2)CCC1=O,1.0,104.0,-2.1,103.8,0.2,-5.0,102.9,0.0,-2.0,-5.0,-3.0
CCOC(=O)Cc1cc(-c2ccc(OC)cc2)nc2ccc3ccccc3c12,0.0,102.4,4.5,98.3,0.1,-3.0,99.8,-3.0,-1.0,-5.0,-3.0
COC(=O)CCC(=O)COc1ccccc1C#N,0.0,97.7,-0.2,103.9,-0.1,1.0,111.4,-9.0,3.0,-2.0,0.0
Cc1ccc(S(=O)(=O)/C(C#N)=C/c2c(N3CCOCC3)nc3ccccn3c2=O)cc1,-3.0,101.7,0.3,103.6,-0.1,-2.0,101.9,1.0,0.0,1.0,2.0
O=c1c2[nH]c3ccccc3c2ncn1Cc1cccnc1,-1.0,100.6,0.8,102.0,0.3,5.0,99.1,-7.0,3.0,-7.0,-1.0
Cc1cccc(NC(=O)Cn2nnc3ccccc32)c1,3.0,98.0,16.1,93.7,1.6,2.0,88.8,-2.0,1.0,0.0,-1.0
COc1ccc(Cl)cc1C(=O)NNC(=O)c1cccc(S(=O)(=O)N(C)C)c1,-5.0,100.4,6.5,101.4,1.2,0.0,99.5,-5.0,0.0,-5.0,-3.0
NC(=S)n1[nH]c(-c2ccc([N+](=O)[O-])cc2)c(N=Nc2cccc(Cl)c2)c1=O,-6.0,98.2,-0.3,99.8,-1.9,-2.0,99.8,-1.0,-6.0,-2.0,-6.0
CCOC(=O)CSc1nc(C)c(C(C)=O)cc1C#N,0.0,101.0,12.9,100.0,1.4,-3.0,103.3,-3.0,2.0,-2.0,1.0
Cc1[nH]c2ccccc2c1/C=N/NC(=O)CNC(=O)COc1ccccc1,-1.0,97.1,-1.9,97.1,0.6,-1.0,98.4,-5.0,-2.0,-4.0,-5.0
Cc1ccc(OCC(=O)Nc2ccc(N3CCN(S(C)(=O)=O)CC3)cc2)cc1,-5.0,101.9,3.3,98.9,0.7,-2.0,102.2,-8.0,0.0,-5.0,0.0
CCN(CC)CCNC(=O)c1ccc(CS(=O)(=O)c2ccc(Br)cc2)o1,-7.0,96.5,3.2,98.7,0.8,-2.0,95.7,-7.0,-5.0,-6.0,-4.0
O=C(O)c1cccc(S(=O)(=O)Nc2ccccc2Cl)c1,-9.0,104.3,-5.0,102.4,-1.0,0.0,101.8,-5.0,-2.0,-4.0,-8.0
O=C1CCC(c2ccccc2)=NN1Cc1c(F)cccc1Cl,-1.0,102.6,8.1,101.8,0.4,1.0,100.6,-5.0,-1.0,0.0,-1.0
O=C(O)c1nn(CC(=O)N2CCCCCC2)c(=O)c2ccccc12,-3.0,101.1,1.4,103.1,0.2,-2.0,105.9,-7.0,-3.0,-7.0,-5.0
CSc1nc(C)cc(Oc2ccccc2)n1,-5.0,101.3,10.0,102.0,2.1,-1.0,?,-2.0,0.0,-5.0,-1.0
CN(c1cccc(Cl)c1)S(=O)(=O)c1cccc(C(=O)NC2=NCCS2)c1,-4.0,104.2,2.9,104.5,0.5,0.0,104.9,-2.0,0.0,-2.0,-8.0
CC1CCC(C(C)C)C(OC(=O)CSc2nnc(N)s2)C1 (stereo not drawn),-5.0,100.5,0.8,93.5,0.4,-3.0,97.3,-5.0,-5.0,1.0,-4.0
Oc1c(C2=NCCNC(C(F)(F)F)=C2)ccc2ccccc12,-1.0,100.9,9.8,102.0,0.4,-2.0,101.2,-1.0,-3.0,-4.0,-1.0
CCCP(=O)(CC(=O)O)c1ccccc1 (stereo not drawn),0.0,107.6,-0.2,120.1,0.0,0.0,114.2,0.0,0.0,0.0,-3.0
CCSC1=C(C#N)C2(CCCC2)C(C#N)=C(N)N1,-2.0,96.6,1.0,98.6,0.0,3.0,94.0,-10.0,1.0,-2.0,0.0
CCCc1c(O)c2ccccc2[nH]c1=O,-4.0,104.3,1.3,103.6,0.4,-8.0,103.0,-4.0,-5.0,-2.0,-9.0
Cc1ccccc1/C=C/c1nc2ccccc2c(=O)n1CCc1ccccc1,-7.0,97.6,10.2,102.1,0.9,-2.0,99.6,-7.0,-4.0,-8.0,-4.0
Cn1c2ccccc2n2c(=O)c(=O)n(CC(=O)N3CCCc4ccccc43)nc12,-3.0,103.2,1.5,100.8,0.5,-1.0,104.9,-4.0,-1.0,-6.0,-1.0
CN(C(=O)CSc1nc(N)c2c3c(sc2n1)CSC(C)(C)C3)c1ccccc1,15.0,93.9,2.4,96.3,0.1,10.0,96.7,19.0,15.0,14.0,15.0
CC(N=Cc1c(O)c2ccccc2oc1=O)C(=O)O (stereo not drawn),-2.0,102.0,0.3,102.2,34.7,1.0,101.1,-5.0,1.0,-4.0,0.0
CC(C)c1ccc(NCCC(=O)c2ccc(Br)cc2)cc1,3.0,114.8,1.5,103.6,-0.2,1.0,107.9,2.0,2.0,1.0,4.0
O=c1c2c(nc3c(-c4cccc5ccccc45)c[nH]n13)CCC2,0.0,103.1,1.2,102.5,0.4,2.0,107.2,-6.0,4.0,-4.0,-1.0
C=CCNc1ncnc2c1cnn2-c1ccc(C)cc1C,-10.0,102.9,0.1,98.2,0.0,-3.0,97.5,-13.0,-7.0,-10.0,-9.0
Cc1onc(-c2ccccc2Cl)c1C(=O)Nc1ccc(OCC(=O)N2CCOCC2)cc1,-2.0,102.3,-0.1,104.2,0.3,-2.0,104.5,-6.0,-3.0,-3.0,-2.0
CCOCCCNC(=O)c1c[nH]c2ccc(S(=O)(=O)Nc3cccc(OC)c3)cc2c1=O,-9.0,97.5,-2.1,105.7,-0.5,0.0,100.6,-14.0,0.0,-9.0,-2.0
O=[N+]([O-])c1cc(S(=O)(=O)N2CCCC2)ccc1N/N=C/c1ccccn1,3.0,101.7,1.9,99.2,0.6,1.0,99.7,1.0,0.0,-1.0,-3.0
CC(=O)c1sc(NC(=O)c2ccccc2F)nc1C,-12.0,102.8,0.6,99.8,-2.3,0.0,100.9,-11.0,0.0,-6.0,-3.0
O=C(CCCCCn1c(SCc2ccncc2)nc2ccccc2c1=O)NCc1ccco1,-4.0,97.1,20.6,101.1,7.0,0.0,96.4,-10.0,1.0,-9.0,-1.0
O=C(Cn1nnc(-c2cc(Cl)ccc2-n2cnnn2)n1)N1CCCc2ccccc21,-2.0,100.0,1.6,95.6,1.0,-1.0,91.9,-9.0,3.0,-6.0,0.0
CCCCNCc1cc(Br)c(OCC(=O)N2CCOCC2)c(OC)c1,-1.0,102.6,2.1,100.1,0.5,1.0,100.7,-8.0,0.0,-7.0,-2.0
CCOC(=O)c1ccccc1NC(=O)CSc1nnnn1C1CCCCC1,-8.0,103.5,4.7,98.6,0.8,-5.0,99.1,-9.0,-2.0,-2.0,-8.0
CCC(=O)Nc1ccc(NC(=O)CSc2nnc(-c3ccc(O)cc3)n2CC2CCCO2)cc1 (stereo not drawn),0.0,108.0,1.3,105.8,0.6,-2.0,107.6,-4.0,-1.0,-3.0,-1.0
Nc1nncn1C(=O)c1c(Cl)cccc1Cl,-5.0,101.6,7.0,102.4,0.4,-2.0,107.6,-11.0,0.0,-2.0,-6.0
COc1ccccc1N1CCN(Cc2cccs2)CC1,1.0,97.0,0.2,82.7,-0.1,0.0,86.8,0.0,0.0,2.0,0.0
COCCNc1oc(COc2cccc(C)c2)nc1C#N,0.0,96.4,4.0,110.9,-0.2,0.0,104.1,2.0,5.0,-2.0,1.0
CCOC(=O)c1cc2n(c1/N=C/N(C)C)-c1ccccc1C2=O,-1.0,102.0,2.9,104.9,1.7,-1.0,104.5,-1.0,1.0,-4.0,2.0

# Compound profiles (already shown). Order of screens: Bcl-2 Bim block, RGS8-Gao reg, ABCG2 block, RGS4-Gao reg, ABCB1 inh, Mcl-1 Bim block, RGS7-Gao, Bfl-1 Bim block, Bcl-W Bim block, Bcl-B Bim block, Bcl-XL Bim block
# Shown for CCOCCCNC(=O)c1c[nH]c2ccc(S(=O)(=O)Nc3cccc(OC)c3)cc2c1=O = -9.0, 97.5, -2.1, 105.7, -0.5, 0.0, 100.6, -14.0, 0.0, -9.0, -2.0
# Shown for CCCCNCc1cc(Br)c(OCC(=O)N2CCOCC2)c(OC)c1 = -1.0, 102.6, 2.1, 100.1, 0.5, 1.0, 100.7, -8.0, 0.0, -7.0, -2.0
# Shown for O=C(Cn1nnc(-c2cc(Cl)ccc2-n2cnnn2)n1)N1CCCc2ccccc21 = -2.0, 100.0, 1.6, 95.6, 1.0, -1.0, 91.9, -9.0, 3.0, -6.0, 0.0
# Shown for O=C(CCCCCn1c(SCc2ccncc2)nc2ccccc2c1=O)NCc1ccco1 = -4.0, 97.1, 20.6, 101.1, 7.0, 0.0, 96.4, -10.0, 1.0, -9.0, -1.0
# Shown for CC(=O)c1sc(NC(=O)c2ccccc2F)nc1C = -12.0, 102.8, 0.6, 99.8, -2.3, 0.0, 100.9, -11.0, 0.0, -6.0, -3.0

# The listing continues:
SMILES,Bcl-2 Bim block,RGS8-Gao reg,ABCG2 block,RGS4-Gao reg,ABCB1 inh,Mcl-1 Bim block,RGS7-Gao,Bfl-1 Bim block,Bcl-W Bim block,Bcl-B Bim block,Bcl-XL Bim block
CC(c1nc2ccccc2c(=O)[nH]1)N(C)c1ccc2ccccc2c1 (stereo not drawn),3.0,105.1,4.4,101.4,1.0,0.0,100.3,2.0,1.0,-1.0,-1.0
Cc1cc(C)cc(N(C(=O)c2cccs2)C2C=CS(=O)(=O)C2)c1 (stereo not drawn),-2.0,103.2,4.0,100.4,-0.3,-1.0,98.8,-3.0,-2.0,-5.0,0.0
O=C(NCCN1CCN(c2ccccc2F)CC1)C1c2ccccc2C(=O)N2CCc3ccccc3C12 (stereo not drawn),-11.0,98.7,0.8,100.7,2.1,-3.0,99.2,-16.0,-3.0,-12.0,-9.0
CN(c1ccccc1)S(=O)(=O)c1cccc(C(=O)NNC(=O)c2ccccc2)c1,-1.0,99.8,3.0,101.6,0.7,-1.0,?,-7.0,2.0,-5.0,-2.0

# Not a hit list, and some 0.94% of all compounds hit somewhere here.
